Source: PubChem BioAssay (several laboratories)
NOD1 inhibition – NOD1 signaling inhibitors, primary screen, cell-based, luminescence, uHTS (AID 1578). 290,000 tested, 1% active. one-dose inhibition, % at 4 µM; EC50 in µM for titrated hits. NOD1-driven NF-kB luciferase reporter cells, luminescence; higher % means a stronger effect; in the data active means inhibition mostly above about 36%, no sharp cut-off; inactive means mostly below about 34%;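 further: HEK-293T reporter cells stimulated with the NOD1 agonist gamma-tri-DAP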
KOR beta-arrestin-1 – KOR antagonists, beta-arrestin recruitment, cell-based, luminescence, uHTS (AID 1778); Kappa-type opioid receptor (Homo sapiens); KOR beta-arrestin recruitment, luminescence, antagonist mode; higher % means a stronger effect; one-dose inhibition, % at 10 µM; IC50 in µM for titrated hits; 290,000 tested, 0.091% active; further: strong numbers were not always called active
HEK293 NOD2/NF-kB – NOD2 signaling inhibitors, cell-based, luminescence, uHTS, HEK293 (AID 1566); inhibition, % at 4 µM, or EC50 in µM where a hit was titrated; HEK293 NOD2/NF-kB luciferase reporter, luminescence; higher % means a stronger effect; 290,000 tested, 0.63% active; further: many of its hits are not listed in these tables
KOR beta-arrestin-2 – KOR agonists, beta-arrestin recruitment, primary screen, cell-based, luminescence, uHTS (AID 1777). Kappa-type opioid receptor (Homo sapiens). KOR beta-arrestin recruitment, luminescence; higher % means a stronger effect. activation, % at 10 µM, or EC50 in µM where a hit was titrated. 280,000 tested, 0.02% active; in the data active means activation above about 50%, passing the limit was not always enough; further: a part of the inactive calls stands beside numbers as strong as those of hits
GPR55 LPI antagonism – GPR55 antagonists blocking LPI-driven arrestin recruitment, primary screen, imaging, U2OS, beta-arrestin-GFP, LPI agonist (AID 2013); G-protein coupled receptor 55 (Homo sapiens); U2OS GPR55 beta-arrestin-GFP translocation imaging, LPI antagonism; higher % means a stronger effect; inhibition, % at 10 µM; hits with a dose series show IC50 in µM; 290,000 tested, 0.13% active;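 active means spots per cell inhibited over 60%, with over 100 cells counted and total cytoplasm intensity under 500,000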;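 further: U2OS cells stably carrying GPR55 and arrestin-GFP stimulated by 5 µM LPI near EC80; imaged beta-arrestin-GFP aggregate spots per cell after agonist stimulation; plate controls were LPI-stimulated DMSO wells for no effect and DMSO wells without LPI for full effect; some results filed as inactive read as strong as hits; confirmed hits need IC50 under 10 µM and bright autofluorescent wells are also inconclusive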
NTR1 ag – agonists of NTR1, primary screen, imaging, U2OS cells, beta-arrestin-GFP, high content (AID 493036). 330,000 tested, 0.17% active. NTR1-U2OS beta-arrestin-GFP spot imaging, agonist mode. Neurotensin receptor type 1 (Homo sapiens), P30989. activation, % at 20 µM;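 active means activation at or above 40% of the spot to cytoplasm intensity ratio, with at least 20 cells analyzed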;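 further: 0% = DMSO without peptide and 100% = 100 nM NTR1 peptide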
Target sequence (P30989 whole entry, looked up): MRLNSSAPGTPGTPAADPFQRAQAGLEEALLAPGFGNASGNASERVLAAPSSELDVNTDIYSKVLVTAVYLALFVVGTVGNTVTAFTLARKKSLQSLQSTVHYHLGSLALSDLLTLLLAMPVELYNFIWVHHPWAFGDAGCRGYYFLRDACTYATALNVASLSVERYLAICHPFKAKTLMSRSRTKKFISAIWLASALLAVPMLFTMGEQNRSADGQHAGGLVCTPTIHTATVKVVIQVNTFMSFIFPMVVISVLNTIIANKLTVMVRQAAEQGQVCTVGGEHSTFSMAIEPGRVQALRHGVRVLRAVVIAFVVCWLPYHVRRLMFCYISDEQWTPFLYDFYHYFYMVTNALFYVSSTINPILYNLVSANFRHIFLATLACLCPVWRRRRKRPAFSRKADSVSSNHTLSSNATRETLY
GPR55 beta-arrestin – GPR55 agonists via beta-arrestin recruitment, primary screen, imaging, U2OS cells, beta-arrestin-GFP redistribution (AID 1961); 290,000 tested, 0.048% active; activation, % at 10 µM, or EC50 in µM where a hit was titrated; G-protein coupled receptor 55 (Homo sapiens); U2OS GPR55 beta-arrestin-GFP redistribution imaging; higher % means a stronger effect;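 active means activation above 40% with more than 50 cells counted in the well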;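 further: U2OS osteosarcoma cells stably expressing GPR55 and beta-arrestin-GFP; plate controls were DMSO negative control for no effect and LPI positive control for full effect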
Myeloid diff 2 – induction of myeloid progenitor differentiation, primary screen, cell-based, flow cytometry, MLPCN library; ER-HoxA9 myeloid progenitors, lysozyme-GFP differentiation; calls only at 10 µM; 360,000 tested, 1% active; AID 624256, 2012;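 active means normalized GFP-positive differentiation at or above the plate's own cutoff, the solvent-only control mean plus 3 SD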;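 further: cells exposed to compound for four days before flow analysis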
T cell modulator – modulators of CD8 T cell-vesicle binding, primary screen, mouse 2C CD8+ T cells, flow cytometry; 2C CD8+ T cell-vesicle binding; active compounds read low; calls only at 7 µM; 330,000 tested, 0.068% active; AID 2052, 2009;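 active means response, share of CD8 T cells binding vesicles, and their 90th percentile fluorescence all below set limits, cut at about 80% in these data, passing the limit was not always enough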
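System: murine 2C transgenic CD8+ T lymphocytes; also added: QL9-loaded Drosophila micro-vesicles; times: binding 1.5 h at 37 °C; measured by: flow cytometry, PE anti-B7-1 (FL2) versus Alexa647 anti-CD8 (FL8), PFA-fixed; control set: Peptide-free naked vesicles (low) and QL9 vesicles with 0.7% DMSO vehicle (high)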
T cell modulator vesicle-bound % – also measured in T cell modulator; calls as there; double positive events, %; measured here: CD8+ vesicle-bound cell fraction;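 binding gate set so that unloaded-vesicle control wells show 10% double positive cells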
NTR1 ag cell count 20 µM – also measured in NTR1 ag; calls as there; cell count; measured here: cell count, cytotoxicity flag
Myeloid diff 2 GFP+ MAC1+ % – also measured in Myeloid diff 2; calls as there; GFP+ MAC1+ double positive, %; measured here: differentiation confirmed by MAC1 staining
The depositor's hits bear a star; i = inactive; . = not tested or not shown; [ ] = another dose, or the depositor's remark. Unless noted, no stated cut-off is given here; in the data, active means inhibition above about 50%; inactive means the rest. This is a subset; the hit share may differ from the screen's.

SMILES	NOD1 inhibition	KOR beta-arrestin-1	HEK293 NOD2/NF-kB	KOR beta-arrestin-2	GPR55 LPI antagonism	NTR1 ag	NTR1 ag cell count 20 µM	GPR55 beta-arrestin	Myeloid diff 2	Myeloid diff 2 GFP+ MAC1+ %	T cell modulator	T cell modulator vesicle-bound %
O=C(Nc1nc2ccccc2s1)Nc1ccc([N+](=O)[O-])cc1Cl	-2.0%	26.3%	17.2%	3.4%	-1.2%	3.1	87	-1.9%	.	.	i	62.6
Cc1c(C(=O)Nc2ccccc2N2CCOCC2)sc2nc3n(c(=O)c12)CCC3	1.2%	12.1%	9.1%	5.3%	0.9%	.	.	-0.1%	.	.	.	.
CN(C)C(=O)CSc1ncccc1-c1nc2ccccc2[nH]1	-25.4%	-4.6%	1.5%	1.7%	4.2%	0.1	40	-0.1%	i	0.6	i	56.9
CCOc1ccc(C2C(C#N)=C(N)Oc3nc[nH]c(=O)c32)cc1 (stereo unspecified)	-45.3%	-26.0%	-6.5%	1.3%	3.2%	-1.5	54	-0.2%	i	0.4	i	21.0
Cc1csc(SCC(=O)N(C)c2c(N)n(Cc3ccccc3)c(=O)[nH]c2=O)n1	-38.8%	29.2%	4.8%	-4.7%	7.8%	3.2	41	0.1%	i	0.4	i	22.3
Cc1ccc(C)c(S(=O)(=O)N2CCN(C(=O)CCNS(=O)(=O)c3ccccc3)CC2)c1	-5.7%	28.6%	9.2%	-2.4%	6.7%	0.3	69	0.2%	i	5.7	i	25.0
Cc1cc2cc(CCNC(=O)c3ccc(Br)o3)c(=O)[nH]c2cc1C	12.0%	-16.9%	13.3%	0.9%	-7.3%	0.5	44	-0.1%	i	3.1	i	52.4
O=C(O)/C=C\C(=O)Nc1ccc(OC(F)F)cc1	-26.1%	-10.7%[20 µM]	4.8%	.	8.0%	1.5	46	0.1%	i	0.2	i	21.0
CCCONC(=O)Nc1ccccc1[N+](=O)[O-]	-8.1%	2.9%	1.7%	-0.3%	-10.4%	0.5	48	0.2%	i	0.7	i	15.4
COCCCNc1nc2c(c(=O)n(Cc3ccc(OC)cc3)c(=O)n2C)n1C	-3.6%	1.8%	13.3%	-0.9%	-7.9%	-0.6	54	-0.1%	i	1.0	i	26.8
CC(C)(C)c1ccc(OC(=O)CN2C(=O)C3C4CCC(C4)C3C2=O)cc1 (stereo unspecified)	8.1%	-14.4%	3.0%	4.1%	-11.3%	1.5	63	1.0%	i	0.8	i	33.0
CCOc1ccccc1-c1nc(C(N)=O)c2[nH]c(=O)n(-c3ccc(F)cc3)c2n1	29.3%	3.1%	6.8%	5.3%	-5.9%	6.8	58	-0.1%	i	4.4	i	31.1
O=C(CNC(=O)c1cccs1)NCC(=O)OCc1ccc(Cl)cc1	8.3%	-28.2%	14.2%	10.9%	13.9%	-0.4	46	-0.1%	i	1.8	i	14.2
CC(=O)NCCC1CCCCN1C(=O)c1cc(COc2cc(C)ccc2C)on1 (stereo unspecified)	-70.2%	-26.6%	-78.4%	0.2%	1.5%	-0.8	68	-0.1%	i	3.0	i	59.1
CCOc1cccc(Nc2ccc([N+](=O)[O-])cn2)c1	-35.9%	-39.2%[20 µM]	-25.8%	-4.3%	-0.9%	0.7	46	0.0%	i	0.1	i	38.4
CCOC(=O)C1C(C(=O)OCC)C1(c1ccccc1)c1ccccc1 (stereo unspecified)	-7.2%	-6.0%	2.0%	3.9%	94.1%*	4.2	47	0.5%	i	0.7	i	43.9
O=C(O)COc1ccccc1/C=N/NC(=O)CSc1nc2ccccc2n1Cc1ccccc1	1.3%	5.8%	22.1%	0.8%	-1.4%	-0.1	50	0.3%	i	0.5	i	30.5
COC(=O)c1cc(-c2c(C)oc3cc(O)ccc3c2=O)c(C)o1	-13.0%	8.1%	8.6%	-4.6%	17.1%	0.8	44	0.1%	i	7.0	i	5.1
Cc1cc(Cl)cc(C)c1OCCn1ccnc1	1.1%	-23.3%	-15.5%	1.5%	9.0%	0.8	91	-0.1%	i	0.5	i	30.0
COc1ccc(CSc2nc3nc(C)cc(C)n3n2)cc1F	-5.4%	-20.7%	14.5%	4.1%	5.0%	-0.6	51	0.0%	i	1.3	i	35.2
CC(C)Nc1nc(Oc2ccc(Cl)cc2)cc(C(F)(F)F)n1	19.0%	-13.0%	22.4%	-3.9%	9.4%	4.6	90	0.2%	i	1.7	i	27.0
O=S1(=O)CCN(Cc2cccc(C(F)(F)F)c2)CC1	-30.1%	-40.4%	4.7%	0.5%	5.1%	-0.6	42	-0.2%	i	0.7	i	49.9
Brc1ccccc1-n1nnc(-c2cccnc2)n1	-17.0%	-4.2%	-8.2%	-0.1%	9.2%	1.2	53	0.3%	i	1.1	.	.
CCNC(=O)COC(=O)c1cc(C)n(-c2ccccc2)c1C	-39.9%	-12.1%	-10.7%	0.3%	5.3%	0.6	39	-0.2%	i	0.2	i	42.5
CCOC(=O)C1(CCOC)CCN(Cc2nc(-c3cccs3)oc2C)CC1	-29.4%	-7.1%	11.0%	2.9%	-3.4%	0.6	45	0.3%	i	0.5	i	100.0
The results go on.
SMILES	NOD1 inhibition	KOR beta-arrestin-1	HEK293 NOD2/NF-kB	KOR beta-arrestin-2	GPR55 LPI antagonism	NTR1 ag	NTR1 ag cell count 20 µM	GPR55 beta-arrestin	Myeloid diff 2	Myeloid diff 2 GFP+ MAC1+ %	T cell modulator	T cell modulator vesicle-bound %
CC(=O)N1CCN(CC(=O)Nc2c(Cl)cccc2Cl)CC1	0.3%	-29.3%	10.8%	5.3%	-4.3%	-0.8	86	0.4%	i	0.7	i	6.0
Cn1cnnc1SCC(=O)c1cc2ccccc2o1	-11.6%	7.0%	27.3%	-4.0%	0.4%	-1.4	89	0.2%	i	0.5	i	46.4
COc1cc(N/N=C/c2ccccc2O)ncn1	-43.6%	24.3%	-96.6%	1.7%	1.6%	-0.9	31	0.8%	i	1.1	i	28.6
N#Cc1ccccc1Sc1ccccc1C(=O)OCC(=O)NC12CC3CC(CC(C3)C1)C2	5.3%	0.5%	13.5%	6.8%	11.1%	1.8	44	-0.2%	i	0.3	i	18.2
Cc1ccc(-c2nnc(SCC(N)=O)n2C)cc1	-0.5%	-13.4%[20 µM]	10.1%	.	2.9%	-0.2	44	-0.1%	i	0.1	i	61.3
Cc1ccccc1NC(=O)C1CCCN1S(=O)(=O)c1ccc2c(c1)n(C)c(=O)c(=O)n2C (stereo unspecified)	-19.3%	-19.4%	12.7%	-2.3%	7.5%	-1.1	59	0.1%	i	2.7	i	43.9
Cc1ccc(NC(=O)NN(C)c2c(Cl)c(Cl)nn2C)cc1	-35.2%	-8.1%	5.4%	-1.5%	6.3%	-1.3	74	0.5%	i	0.7	i	60.8
O=C1c2ccccc2C(=O)N1CCc1nc(-c2cccnc2)no1	-23.1%	-5.7%	15.5%	-0.7%	14.5%	-0.7	47	-0.1%	i	1.0	i	15.6
O=C(NCCCCc1ccccc1)c1ccc(Br)o1	-14.1%	-6.9%	4.8%	4.6%	18.6%	0.5	47	0.0%	i	5.6	i	56.4
CC(=O)c1cc(-c2ccccc2)n(CCC(=O)NC2CCCCC2)c1C	0.2%	17.3%	6.3%	7.4%	-17.1%	0.9	68	0.1%	i	1.4	i	36.0
CCCn1nc(C(=O)OCC(=O)Nc2ncc(Cl)c(C)c2Cl)c2ccccc2c1=O	4.6%	-7.9%	29.3%	1.3%	-0.8%	0.3	76	0.3%	i	0.7	i	55.3
Cc1ccc(C2OC34CCCCCC3C(C#N)(C(=N)O4)C2(C#N)C#N)cc1 (stereo unspecified)	-6.4%	-39.0%	12.0%	0.9%	7.7%	4.5	43	-0.2%	i	0.3	i	62.2
COc1cc(CNCC(C)C)cc(Br)c1OCC(=O)Nc1ccccc1	-40.0%	-22.0%	-15.7%	-4.3%	-5.8%	0.6	107	0.0%	i	1.2	i	56.5
CCCCCCNc1nc(-c2ccc(OC)cc2)c(CCC(=O)O)s1	-14.7%	23.9%	10.3%	-7.2%	2.1%	-1.8	40	-0.6%	i	0.6	i	29.2
CCCCN(Cc1ccco1)S(=O)(=O)c1csc(C(N)=O)c1	-20.0%	-27.7%	3.5%	0.3%	-1.3%	1.4	43	0.2%	i	1.3	i	30.8
COc1ccccc1NC(=O)CCSc1ccc(C)cc1	-28.0%	9.8%[20 µM]	1.5%	-2.2%	-9.1%	-1.2	86	0.2%	i	0.1	i	62.0
COc1ccc(CNC(=O)C(C)c2ccc([N+](=O)[O-])cc2)cc1 (stereo unspecified)	-33.0%	-0.3%[20 µM]	-6.1%	-3.7%	9.4%	0.0	100	-0.1%	i	0.7	i	60.0
O=C1CCSc2ccc(Cl)cc2N1Cc1ccccc1	-1.8%	0.9%	23.5%	-1.5%	23.7%	3.0	43	-0.1%	i	1.1	i	38.8
O=C(CN1C(=O)C2C3C=CC(C4CC34)C2C1=O)NCc1ccco1 (stereo unspecified)	-14.8%	-55.5%[20 µM]	-5.6%	1.5%	2.2%	0.7	29	0.3%	i	1.0	i	46.1
COC(=O)c1cccn(CC(=O)c2ccc(Cl)cc2Cl)c1=O	-37.9%	-1.6%	12.2%	-5.0%	-5.8%	0.6	67	-0.3%	i	0.2	i	60.2
Cc1nc(N2CCOCC2)nc2c1CCC2	-30.7%	-36.5%	2.9%	-1.1%	1.9%	-0.2	91	0.6%	i	0.4	i	59.9
CCNc1nc(NC(C)C)nc(ON=C(C)C)n1	-13.3%	16.7%	1.8%	0.5%	3.1%	-0.4	32	-0.2%	.	.	i	13.2
CC/C(=C/c1ccccc1)c1cccc2[nH]c3c(OC)cccc3c12	-16.2%	-22.4%[20 µM]	-20.6%	-2.6%	-7.1%	.	.	0.4%	i	1.2	i	25.0
COc1cccc(N(CC(=O)NC2CCCC2)C(=O)Cn2nnc(-c3ccc(C)cc3)n2)c1	-16.0%	-4.1%	8.3%	2.4%	-6.2%	1.5	75	-0.1%	i	0.4	i	13.5
